# Assay outcomes deposited in PubChem BioAssay by National Center for Advancing Translational Sciences (NCATS).
# GLS inh = inhibitors of human glutaminase (GLS); Potency, µM (titrated, usually from 45.5 µM), without a hit: at the highest dose activity change, negative = inhibition, usual class: inhibitors; AID 624170; O94925; hit rate 0.21% among 410,000; GLS enzymatic activity, qHTS titration; note: potency is the fitted concentration of half-maximal effect; % is set by controls: 0 for no effect and ±100 for the full control effect
#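 Compounds were pin-transferred onto hKGA, after which L-glutamine (1 mM solution) and a detection mix of glutamate oxidase, HRP and Amplex Red were added. Initial and 30 min RT fluorescence reads were collected.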
# JMJD2A Tudor = inhibitors of human JMJD2A Tudor domain. Potency, µM (doses to about 114 µM), for the others: at the top dose activity change, negative = inhibition, most hits filed as inhibitors. hit rate 4.4% among 390,000. AlphaScreen JMJD2A-Tudor / H3K4me3 peptide binding. AID 504339. O75164; note: potency is the fitted concentration of half-maximal effect; % is set by controls: 0 for no effect and ±100 for the full control effect; nearly all actives have a fitted effect of over 50% in size
# HP1b binding inh = blocks HP1-beta chromodomain binding to methylated histone tails | AID 540317 | AlphaScreen HP1-beta / biotin-H3K9me3 peptide binding | hit rate 0.56% among 390,000 | Potency, µM (top dose mostly 114 µM), for inactives: at the top dose activity change, negative = inhibition, most hits filed as inhibitors; note: potency is the fitted concentration of half-maximal effect; nearly all actives have a fitted effect of over 70% in size; inactives centre near 23
#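 AlphaScreen: HP1-beta (50 nM) preformed 30 min with biotin-H3(1-18)K9me3 peptide (50 nM) in PBS pH 7.4, 0.01% Tween-20. Compound added for 30 min at RT, then streptavidin donor/nickel chelate acceptor beads (10 ug/mL) for 30 min.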
# BAZ2B block = BAZ2B (human) inhibition. hit rate 4.4% among 360,000. Q9UIF8. Potency, µM (highest dose often 114 µM), inactives show at the top dose activity change, negative = inhibition, most hits filed as inhibitors. AlphaScreen BAZ2B-H3K14Ac peptide displacement; note: potency is the fitted concentration of half-maximal effect; % is set by controls: 0 for no effect and ±100 for the full control effect; nearly all actives have a fitted effect of over 60% in size
#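 BAZ2B 50 nM plus b-H3(5-23)K14Ac 50 nM, PBS pH 7.4/0.01% Tween-20, 30 min RT; compound added (max 110 uM), 30 min RT; streptavidin donor/Ni-chelate acceptor beads 10 ug/mL final, 20 min dark; AlphaScreen read.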
# PI4K2A block = blocks human PI4K2A kinase activity. Q9BTU6. purified PI4K2A, ADP-Glo luminescence, 1 h; stronger effect = lower value. activity change, negative = inhibition, % at 76.9 µM. hit rate 0.13% among 420,000. AID 1346378; in the data active = activity change below about -50%; inconclusive = mostly about -30% to -49%;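 note: -100% = wells without enzyme as full effect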
# Target sequence (Q9BTU6 whole entry, looked up): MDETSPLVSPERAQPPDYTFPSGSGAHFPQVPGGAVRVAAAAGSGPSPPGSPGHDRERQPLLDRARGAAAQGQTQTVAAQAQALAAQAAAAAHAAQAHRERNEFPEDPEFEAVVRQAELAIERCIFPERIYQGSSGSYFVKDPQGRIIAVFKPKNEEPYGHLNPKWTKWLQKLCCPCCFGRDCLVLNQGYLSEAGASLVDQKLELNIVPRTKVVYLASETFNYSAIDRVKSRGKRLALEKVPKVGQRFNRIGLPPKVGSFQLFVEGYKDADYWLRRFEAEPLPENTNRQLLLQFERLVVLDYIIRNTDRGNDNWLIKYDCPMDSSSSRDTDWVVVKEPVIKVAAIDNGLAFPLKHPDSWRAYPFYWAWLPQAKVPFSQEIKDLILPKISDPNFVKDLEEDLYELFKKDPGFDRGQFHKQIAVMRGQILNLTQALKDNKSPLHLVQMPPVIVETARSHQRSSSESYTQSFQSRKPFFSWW
#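 PI4K2A activity was measured by ADP-Glo luminescence: enzyme (4 ug/mL stock) and phosphatidylinositol (1.2 mM stock) in Tris pH 7.5/MgCl2/EGTA/Triton X-100 buffer were reacted with ATP (300 microM stock) for one hour at ambient temperature.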
# ERG-DNA inh = inhibitors of human ERG Ets domain-DNA interaction; P11308; fluorescence polarization, His-ERG Ets domain / labelled DNA; Potency, µM (titrated, usually from 76.9 µM), for the others: at the highest dose FP activity, negative = inhibition, actives largely listed as inhibitors; hit rate 0.028% among 370,000; AID 624246; active = well fitted inhibition curve with a large enough effect in the polarisation, with a control signal flat; inconclusive = small, poorly fitted or top-dose-only effect, or effect the other way, or a change in a side signal; inactive = no such curve, though single readings can be large or run the other way; the % refers to the polarisation;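 note: polarization taken with two DNA probes labelled with fluorescein and Texas red; potency is the fitted concentration of half-maximal effect; % of control where 0% means no effect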
# Target sequence (P11308 whole entry, looked up, the tested form may be a part): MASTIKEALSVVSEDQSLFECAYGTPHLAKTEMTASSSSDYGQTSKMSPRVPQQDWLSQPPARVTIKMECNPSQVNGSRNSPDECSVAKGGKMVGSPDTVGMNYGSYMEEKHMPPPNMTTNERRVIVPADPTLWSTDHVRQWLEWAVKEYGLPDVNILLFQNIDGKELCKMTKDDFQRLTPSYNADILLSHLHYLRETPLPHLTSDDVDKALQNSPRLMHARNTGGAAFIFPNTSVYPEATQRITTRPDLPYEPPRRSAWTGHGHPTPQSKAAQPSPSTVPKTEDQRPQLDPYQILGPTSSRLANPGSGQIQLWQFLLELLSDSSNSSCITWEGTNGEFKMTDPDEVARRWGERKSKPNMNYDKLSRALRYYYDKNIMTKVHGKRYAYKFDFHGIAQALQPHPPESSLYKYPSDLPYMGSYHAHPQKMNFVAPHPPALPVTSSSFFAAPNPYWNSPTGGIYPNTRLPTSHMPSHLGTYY
#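 His-tagged ERG Ets domain (1 uM in the protein solution; 300mM KCl, 50mM Tris-HCl, 1mM EDTA, 1mM DTT, pH 7.5) received compound, then a probe mix of 5 nM fluorescein-DNA and 100nM Texas-615-DNA. Fluorescence polarization was read for both dyes.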
# G9a block = inhibitors of human histone lysine methyltransferase G9a; Q96KQ7; AID 504332; hit rate 8.8% among 350,000; G9a H3K9 monomethylation, AlphaScreen, 2 h; Potency, µM (titrated, usually from 102 µM), for inactives: top-dose activity, negative = inhibition, actives largely listed as inhibitors; note: potency is the fitted concentration of half-maximal effect; % is set by controls: 0 for no effect and ±100 for the full control effect; nearly all actives have a fitted effect of over 75% in size
#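 Signal arises when biotinylated H3K9 peptide, once monomethylated, bridges streptavidin donor and antibody-captured acceptor beads. Enzyme at 20 nM was preincubated 15 min with test compounds; peptide 500 nM and SAM 20 uM then reacted for 2 h.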
# RGS4 inh = human RGS4 inhibition | P49798 | Transcreener GDP fluorescence polarization, RGS4-accelerated GTP hydrolysis | Potency, µM (highest dose often 114 µM), for inactives: at the highest dose activity change, negative = inhibition, most hits filed as inhibitors | hit rate 0.039% among 390,000; note: potency is the fitted concentration of half-maximal effect; % is set by controls: 0 for no effect and ±100 for the full control effect; nearly all actives have a fitted effect of over 75% in size; some results filed as inactive show a strong effect at the top dose
#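 MLSMR compounds (23 nl, pin-transferred) preincubated 10 min at room temperature with a 500nM (2x) first reagent, then RGS4 at 900nM (2x) plus Transcreener GDP mix added; fluorescence polarization (620/688 nm) read before and after 90 min at 30 °C.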
# ALOX12 inh = blocks human arachidonate 12S-lipoxygenase; P18054; purified 12hLO, xylenol orange hydroperoxide absorbance; Potency, µM (doses to about 108 µM), for the others: at the top dose activity change, negative = inhibition, most hits filed as inhibitors; hit rate 1.1% among 580,000; note: potency is the fitted concentration of half-maximal effect; % is set by controls: 0 for no effect and ±100 for the full control effect
#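 Purified human 12hLO (150 nM final) in 25 mM Hepes, 0.01% Triton X-100, pH 7.0 was preincubated 15 min at room temperature with compound. Then 40 uM arachidonic acid was added, 30 min. Hydroperoxide was read by Fe-XO absorbance ratio 573/405 nm.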
# Numbers without * were called inactive; ? = inconclusive; . = no result given; & = joins results of further samples; [ ] = another dose, or the depositor's remark. Unless noted, calls come from the whole dose curve; as a rule, active = well fitted curve in the direction sought with a large enough effect; inconclusive = small, poorly fitted or top-dose-only effect, or another doubt; inactive = no such curve, though single readings can be large; an effect the other way counts as inactive or inconclusive.
SMILES,GLS inh,JMJD2A Tudor,HP1b binding inh,BAZ2B block,PI4K2A block,ERG-DNA inh,G9a block,RGS4 inh,ALOX12 inh
COc1ccc(NC2CCCN(C(=O)CN3CCOC3=O)C2)cc1OC (stereo unspecified),13.5%,-10.3%,21.1%,-13.0%,-4.0,0.8%,9.9%,-13.9%,-22.5%
CCOC(=O)CC1=CC(=O)Nc2ccccc2N1,8.3%,-18.6%,20.5%,6.1%,-19.2,-4.4%,16.7%,14.9%,4.2%
COc1ccc(CCNC2CC(=O)N(C)C2=O)cc1OC (stereo unspecified),-0.1%,-7.2%,22.2%,-3.2%,-0.2,-2.0%,29.5%,6.9%,0.9%
CCOC(=O)c1ccc(NC(=O)C23CCC(C)(C(=O)O2)C3(C)C)cc1 (stereo unspecified),-0.9%,-3.7%,20.1%,19.1%,2.2,-14.4%,-46.4%[12.7 µM],1.1%,0.0%
COc1ccc(C(=O)c2c[nH]c(C(=O)NCCCn3ccnc3)c2)cc1,3.3%,-19.5%,5.1%,?,-4.4,-4.0%,-0.2%,13.8%,7.8%
CCOc1ccc(NC2=NCC(=O)N2Cc2cccs2)cc1,11.0%,1.6%,30.0%,-3.5%,-3.6,-5.8%,-4.9%[0.501 µM],-30.0%,35.5µM*
CCOC(=O)c1[nH]c2ccccc2c1NC(=O)c1ccccc1OCC,2.9%,-33.1%,26.6%,-11.4%,1.4,-1.9%,-33.1%[59 µM],-6.6%,-28.0%
CC(=O)OCC(=O)NCc1ccc2c(c1)OCO2,5.9%,-15.1%,18.9%,2.7%,-3.0,3.7%,-6.4%[59 µM],-12.0%,0.0%
N#Cc1c(SCC(=O)Nc2cccc(C(F)(F)F)c2)sc2c(O)cc(=O)[nH]c12,-22.2%,-28.8%,-6.6%,?,8.9,19.2%,44.7µM*,?,-18.7%
C=CCNc1nc(N)c([N+](=O)[O-])c(NC2CCCCC2)n1,5.8%,-15.8%,18.0%,2.3%,2.1,1.3%,-5.2%,11.5%,110.7%[activator]
COc1ccc(N(CC(=O)NC2CCCCC2)C(=O)CCC(=O)Nc2nc(C)cs2)cc1OC,2.1%,?,21.2%,4.8%,-4.4,6.7%,21.1%[59 µM],-2.3%,14.4%
CC(C)(C)C(=O)N1CCN(c2nc3ccccc3s2)CC1,13.9%,-10.9%,10.1%[57 µM],-12.6%,2.6,-8.5%,-13.9%[59 µM],21.3%,-5.7%
CCN(CC)C(=O)c1ccc(Nc2nnc(C)c3ccccc23)cc1,6.2%,-4.3%,13.6%,-14.8%,16.7,-10.1%,1.6%[59 µM],9.7%,11.7%
CCOC(=O)c1c(C)[nH]c(C)c1C(=O)COC(=O)Cc1ccc(OC)c(OC)c1,3.9%,-9.0%,-9.3%,.,-1.3,4.2%,.,20.4%,-15.3%
COc1ccc2c(c1)[nH]c1c(Cl)ncnc12,-12.6%,-2.8%,34.0%,?,0.1,9.7%,-3.0%[59 µM],6.6%,-5.4%
COc1ccc(CCNC(=O)c2cc(S(=O)(=O)N3CCOCC3)cn2C)cc1OC,1.9%,-15.0%,25.0%,1.8%,-0.7,6.1%,.,14.8%,19.2%
Cc1cccc(OCCC(=O)Nc2nnc(C)s2)c1,0.1%,-10.7%,12.9%,.,-0.6,4.2%,3.7%,-10.2%,35.9%[activator]
O=C(Cn1nnc2ccccc2c1=O)Nc1ccc(S(=O)(=O)N2CCOCC2)cc1,4.9%,-16.7%,34.6%,-7.0%,-3.4,10.1%,5.2%,-7.2%,3.5%
Cc1ccc(-c2cc(-c3cccs3)[nH]n2)c(O)c1,9.6%,-14.5%,31.0%,-34.4%,5.0,-1.9%,-3.6%,-7.0%,?
O=C(Cc1ccc(NC(=O)C2CCCN(C(=O)C3CCCCC3)C2)cc1)Nc1cccc(C(=O)N2CCCCC2)c1 (stereo unspecified),-1.7%,-8.0%,44.1%[activator],.,-1.5,-1.2%,.,10.0%,?
CC(C)(C)NC(=O)N1CCN(S(=O)(=O)c2ccc3c(c2)CCC3)CC1,-24.2%,-2.0%,30.9%,39.8%[activator],4.1,-6.9%,10.3%[12.7 µM],2.3%,-32.8%
Cc1ccc(S(=O)(=O)Nc2ccc(C(=O)Nc3cc(C)on3)cc2)cc1,-0.5%,-17.6%,12.4%,-0.9%,4.7,0.8%,4.8%[59 µM],-3.6%,-0.2%
CC(C)N(C(=O)[C@H]1C[C@H](CC(=O)NC(C)(C)C)C(=O)N2CCc3c([nH]c4cc(-c5ccco5)ccc34)[C@]12C)C(C)C,4.4%,50.1µM*,?,.,-1.8,8.6%,.,?,?
CCOC(=O)C1(CCCc2ccccc2)CCN(S(=O)(=O)N(C)C)CC1,0.5%,39.0%[activator],92.9%[activator],35.7%,0.6,-0.4%,78.9%[activator],4.7%,2.9%
Cc1ccc(NC(=S)N(CCCN2CCOCC2)Cc2cccnc2)cc1C,-9.4%,2.4%,34.8%,-9.7%,4.0,11.0%,2.5%,-4.5%,10.8%
O=C(CC1(O)C(=O)Nc2ccccc21)c1ccc2c(c1)OCO2 (stereo unspecified),-0.3%,-13.5%,3.1%,4.6%,-0.8,-2.2%,-42.8%,19.2%,-1.7%
COc1ccc(N2CCN(C(=O)c3cccnc3SCc3cccc(Br)c3)CC2)cc1,4.9%,22.4µM*,?,?,-1.0,-3.3%,12.6µM*,11.1%,?
CCCCCCCCC1=NCCc2c1[nH]c1ccccc21,19.6%,22.4µM*,22.1%,?,-20.9,8.3%,44.7µM*,-45.4%[56.9 µM],-31.6%
Cc1cccc(S(=O)(=O)N2CCN(Cc3ccc4c(c3)OCO4)CC2)c1,-1.4%,-17.9%,14.9%,-11.5%,-4.6,11.2%,-4.0%,-10.4%,-6.5%
CC(C)(C)NS(=O)(=O)c1ccc(CCC(=O)NCc2ccccn2)cc1,-1.9%,4.3%,37.5%[activator],-18.7%,2.5,2.5%,4.6%,2.3%,2.8%
COc1ccc(C(=O)O/N=C(\C)c2ccccc2)cc1,1.4%,16.0%,60.9%,6.7%,-95.1*,-4.9%,-27.3%,15.1%,-3.4%
O=C1c2ccccc2C(=O)N1CCCCSc1nnc2ccccn12,4.9%,-14.5%,12.3%,2.2%,0.6,9.2%,-2.4%,7.5%,61.6%[activator]
Cc1ccc(CN2C(=O)c3ccccc3NC2c2ccccn2)cc1 (stereo unspecified),-14.0%,-2.1%,17.0%,-22.4%,0.2,-0.1%,-2.7%,-10.0%,-23.8%
N#Cc1c(SCC(N)=O)nsc1SCc1ccc(Cl)cc1,4.8%,-3.6%,45.6%[activator],8.9%,-2.8,-3.7%,19.2%[59 µM],-43.0%,-23.4%
Cc1ccc(S(=O)(=O)N2CCCCC2)cc1NC(=O)C1CC(=O)N(Cc2ccco2)C1 (stereo unspecified),-4.2%,-15.6%,27.0%,2.5%,-4.0,4.2%,-1.8%[12.7 µM],-26.2%,-4.0%
COc1ccc(CCNC(=O)CSCc2c(F)cccc2Cl)cc1OC,4.9%,-6.8%,35.9%,-5.7%,-0.5,1.5%,10.3%[59 µM],3.7%,-14.2%
CC1CCc2sc(C(=O)OCC(=O)NC(C)C)cc2C1 (stereo unspecified),0.0%,-1.3%,39.6%,9.2%,-1.9,-1.5%,2.1%,4.9%,-4.0%
Cc1cc(OC(=O)c2ccccc2)c([N+](=O)[O-])c(=O)[nH]1,-1.0%,-1.5%,76.9%[activator],-1.5%,-5.1,-0.3%,-32.9%,-6.4%,-8.4%
CCNC(=O)NC(=O)C(C)Sc1nc2ccccc2c(=O)n1-c1cccnc1 (stereo unspecified),-0.4%,-10.4%,12.2%,-1.4%,1.9,-1.5%,13.4%,-10.6%,9.2%
Cc1ccc(OC(=O)CCc2c(C)nc3ncnn3c2C)cc1,-2.9%,-5.2%,30.1%,-4.7%,-4.0,-4.0%,-8.6%[12.7 µM],2.7%,-15.7%
COc1ccccc1N1CCN(C(=O)Cn2ncc3c2-c2cc(C)ccc2OC3)CC1,11.7%,-20.4%,12.3%,-18.7%,-4.0,-0.8%,0.2%[59 µM],13.8%,5.1%&-1.4%
CC(=O)Nc1ccc(S(=O)(=O)N(Cc2cccnc2)Cc2cc3ccccc3[nH]c2=O)cc1,6.8%,10.9%,29.2%,-16.9%,-2.2,-13.7%,19.5%,12.3%,-2.9%
Cc1cc(C2=NNC(=NC3CC3)SC2)c(C)n1-c1ccccc1F,33.2%[activator],28.2µM*,?,?,-15.7,-1.5%,?,-21.9%[11.4 µM],?
Cc1c2cnn(CC(=O)N3CCN(c4ccc(F)cc4)CC3)c(=O)c2c(C)n1Cc1ccccc1F,8.2%,?,-2.1%,?,0.2,7.9%,-20.2%[59 µM],6.3%,-5.2%
Cc1ccc(S(=O)(=O)N(C)C)cc1NC(=O)CCc1ccccc1,-2.1%,-4.7%,59.7%[activator],5.2%,1.0,-11.5%,6.0%,4.0%,17.4%

# An excerpt. The share of hits here may be higher or lower than overall.
